Assay outcomes (PubChem)
MsrA act: activates bovine MsrA enzyme; AID 602163; actives 0.3% (n = 360,000); purified bovine MsrA, absorbance read-out; activation, % at 10.6 µM; in the data active = activation above about 7.5%;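 note: 0% = vehicle and 100% = reference activator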
PABP1 MLLE inh: blocks PAM2 peptide binding to the PABP1 MLLE domain. GST-MLLE / FITC-PAM2 fluorescence polarization. inhibition, % at 20 µM. P11940. actives 0.36% (n = 360,000); in the data active = inhibition above about 35%, passing the limit was not always enough;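 note: plate controls were DMSO wells with GST-MLLE for no effect and wells lacking GST-MLLE protein for full effect; some results filed as inactive read as strong as hits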
MsrA inhibitor: bovine MsrA inhibition; purified bovine MsrA, absorbance read-out; actives 0.75% (n = 360,000); inhibition, % at 15.5 µM; in the data active = inhibition above about 4.5%;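 note: 0% = vehicle wells with enzyme and 100% = reference inhibitor wells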
CendR NRP1 mod: modulators of CendR peptide binding to human neuropilin-1; AID 602438; inhibition, % at 25 µM; actives 0.85% (n = 360,000); O14786; FAM-RPARPAR peptide binding to NRP-1, fluorescence polarization;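 active = inhibition or corrected inhibition above about 18%, plus a signal ratio from 0.5 to 1.5, limit read from the data, passing the limit was not always enough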; note: strong numbers were not always called active
MT1-MMP act inh: MT1-MMP (human) activation inhibition; actives 0.061% (n = 360,000); GFP/RFP ratio change, % at 20 µM; P50281; HT1080 RFP-PRO-GFP cells, GFP/RFP ratio fluorescence, overnight; percent of plate control window, DMSO zero;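 active = GFP/RFP ratio change of at least 30% with cell ATP level not reduced by more than half and red fluorescence within 50% of control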; note: strong numbers were not always called active
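Material: RFP-PRO-GFP reporter HT1080 cells. Dosing: single-point 20 µM compound, 1% DMSO. Controls: DMSO and RFP-L50D-GFP cell wells. Timing: cells overnight before dosing, compound overnight, 37 °C, 5% CO2. Measure: GFP/RFP fluorescence ratio.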
Tb MetRS inh: blocks T. brucei methionyl-tRNA synthetase activity; purified T. brucei MetRS, ATP depletion, Kinase-Glo luminescence; inhibition, % at 11.9 µM; actives 0.4% (n = 360,000); AID 624268;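 active = inhibition above a per-plate cutoff of the control wells' mean inhibition plus 3 SD, cut at about 5.5% in these data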;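 note: 0% = DMSO wells median and 100% = median of wells with control inhibitor compound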
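Assay system: T. brucei methionyl-tRNA synthetase, purified | Medium: HEPES buffer with MgCl2, KCl, DTT, spermine, BSA, pyrophosphatase | Compound: 11.9 µM single point | Incubation: 15 min enzyme-compound preincubation, 2 h reaction, 10 min detection, 25 °C | Measured by: Kinase-Glo luciferase luminescence reporting remaining unconsumed ATP | Measure: % inhibition normalized to control-well medians | Replication: Singlicate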
FAS TE block: inhibitors of human fatty acid synthase thioesterase domain; recombinant FAS-TE, OMFH fluorogenic substrate, fluorescence endpoint; inhibition, % at 15 µM; AID 602261; actives 0.67% (n = 360,000);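 active = compounds whose normalised, plate-corrected inhibition of enzyme fluorescence in the single-dose primary screen is 50% or more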;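 note: 0% = DMSO with enzyme and 100% = substrate without enzyme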
SKN-1 inh: C. elegans SKN-1 inhibition. C. elegans VP596 Pgst-4::GFP/RFP ratio, acrylamide-induced, 24 h. inhibition, % at 21.8 µM. actives 0.49% (n = 360,000). AID 624304;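 active = interference check ratio from 0.5 to 1.5 plus GFP to RFP signal ratio inhibition reaching or exceeding a fixed threshold, cut at about 30% in these data, passing the limit was not always enough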; note: some compounds called inactive have numbers as strong as hits
eLon inh: inhibitors of E. coli Lon protease | P0A9M0 | purified E. coli Lon protease, fluorescence polarization | inhibition, % at 7.94 µM | actives 0.42% (n = 360,000) | AID 602123; in the data active = inhibition above about 13%, passing the limit was not always enough;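 note: 0% = enzyme with probe and DMSO and 100% = no enzyme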
* marks the source's active call; other numbers are inactive results; · = not tested or not shown. Rows were taken by chance, and some 4% of all compounds hit somewhere here.

SMILES	MsrA act	PABP1 MLLE inh	MsrA inhibitor	CendR NRP1 mod	MT1-MMP act inh	Tb MetRS inh	FAS TE block	SKN-1 inh	eLon inh
CN(C)/C=C/C(=O)c1nnn(C2CCCCC2)c1NC1CCCCC1	-2	-32	-0.3	-6	-37	-0.6	-3	5	-15
O=C(O)c1ccc(N2CCOCC2)c(N2C(=O)C3C4C=CC(C4)C3C2=O)c1 (stereo not given)	-3	0	0.9	4	-4	-0.2	-5	2	5
O=C1c2ccsc2SCCN1Cc1c(Cl)cccc1Cl	-2	-7	0.9	-7	2	-0.2	8	-7	3
COC(=O)c1ccc(/C=C2\SC(=S)N(CCCC(=O)NCCCN3CCOCC3)C2=O)cc1	-2	22	-0.1	-2	5	-0.5	4	5	2
CCC(CC)c1nnc(NC(=O)CCN2C(=O)c3ccccc3C2=O)s1	-4	-7	-1.2	-6	1	-1.0	-18	6	5
CC(=NNC(=S)N1CCC1)c1ccccn1	-11	-102	0.8	12	10	0.0	-1	23	5
O=C(NC1CCCC1)c1cc2ccccc2o1	-4	12	1.6	-3	1	-0.2	-3	21	-12
Cn1c(=O)c2c(-c3ccccc3)n(-c3ccccc3F)cc2n(C)c1=O	-8	12	0.7	1	-2	-0.3	1	9	-4
COc1ccc(CCNC(=O)c2cc(COc3c(F)cccc3F)on2)c(OC)c1	-2	-16	1.5	-10	-1	0.0	19	5	12
CCCCCC(=O)N1C[C@@H](n2cc(COC(=O)c3ccccc3)nn2)[C@H](O)C[C@@H]1c1ccc(Cl)cc1	0	16	-2.5	0	-3	-0.5	22	-12	-9
C=CCNC(=O)c1ccc2nc(Cc3ccc(OC)cc3)oc2c1	-3	-4	-0.3	-2	0	-0.4	-3	-26	1
Cc1ccc(S(=O)(=O)NC(C(=O)OCC(=O)NC(=O)c2cccn2C)C(C)C)cc1 (stereo not given)	-11	-5	1.6	-2	-1	-0.8	-2	-17	6
CCOC(=O)N1CCC(NC(=O)C(C)n2c3ccccc3c3cnn(C)c(=O)c32)CC1 (stereo not given)	1	10	-0.2	7	-3	0.6	0	3	0
CCC(=O)c1cc(F)ccc1OCC(=O)Nc1ccc2c(c1)OCCO2	-2	-2	-0.6	4	2	-0.5	5	1	-7
CN(C)c1ccc(/C=C/C(=O)c2c(O)c3ccccc3oc2=O)cc1	-6	-94	0.4	-156	6	-0.6	-3	75	-57
CN(C)CCNc1c2c(c(C#N)c3nc4ccccc4n13)CCCC2	-1	-1	-0.6	-1	-2	-0.2	-4	-1	-1
O=C(O)CC1S/C(=N/N=C/c2ccc(-c3ccc(Cl)c([N+](=O)[O-])c3)o2)NC1=O (stereo not given)	-5	-19	5.4*	-69	3	1.1	4	4	3
CC1(C)COC2(OC1)C(=O)N(CN1CCOCC1)c1ccccc12	-2	-3	-0.9	-4	2	0.6	-3	3	-4
O=C(COC(=O)c1cccs1)Nc1ccccc1[N+](=O)[O-]	-4	0	-0.7	-14	-1	-0.6	5	11	-4
Cc1ccc(N(CC(=O)N2CCN(Cc3ccccc3)CC2)S(C)(=O)=O)cc1C	-4	11	-2.1	4	-1	-0.4	2	5	-8
Cc1ccc(NC(=O)CSCC(=O)Nc2cc(Cl)ccc2N2CCN(C)CC2)cc1	-5	-6	-1.9	0	3	-0.7	-4	8	-14
COc1cccc(CNC(=O)C2CCN(S(=O)(=O)c3ccc(-n4cnnn4)cc3)CC2)c1	1	-17	-0.7	-5	3	-0.9	3	19	8
CCOC(=O)N1CCN(C(=O)COc2cccc3c2CCN(Cc2ccccc2F)C3=O)CC1	-8	5	0.3	4	-3	-0.4	-4	-1	-1
COC(=O)c1c(F)c(F)c(N2CCOCC2)c(F)c1F	-3	-6	-0.4	4	3	-0.2	-6	-6	2
CCCN1CCC(C(=O)NC(c2ccc(F)cc2)c2ncccc2C)CC1 (stereo not given)	-5	4	-1.0	-12	1	-0.3	-17	1	-7

Following part
SMILES	MsrA act	PABP1 MLLE inh	MsrA inhibitor	CendR NRP1 mod	MT1-MMP act inh	Tb MetRS inh	FAS TE block	SKN-1 inh	eLon inh
OC1COC(c2ccccc2)OC1C1OC(c2ccccc2)OCC1O (stereo not given)	-8	-10	0.6	-1	5	-2.7	-10	11	-8
CCOC(=O)C1(CCOc2ccccc2)CCN(Cc2ccc(OC)c(O)c2)CC1	0	-7	1.2	2	4	0.4	-2	6	-12
O=C(Cn1cnc2ccccc2c1=O)Nc1ccc(N2CCOCC2)cc1	0	7	-1.2	-8	-1	-0.5	-5	-7	-5
Cn1nc(C(=O)OCC(=O)NCc2ccc(Cl)cc2)c2ccccc2c1=O	-6	6	-0.2	-7	-3	-0.4	10	-12	-9
COc1ccc(NC(=O)C(=O)N/N=C/c2cccnc2)cc1	-3	0	-0.3	-8	0	-0.4	-6	1	-21
O=C(Nc1cccc(S(=O)(=O)Nc2ccc(SC(F)F)cc2)c1)C1CCC1	-3	-1	-0.1	2	4	-0.1	14	-2	-10
COC(=O)[C@@]12C[C@@H](CC(=O)NCc3ccc(C)o3)C(=O)N(Cc3ccc4c(c3)OCO4)C1=CCC(C)(C)C2	·	·	1.8	4	1	-0.2	·	-2	·
COC(=O)NNC(=O)c1ccc(C)c(Br)c1	-1	8	-0.1	-4	0	0.3	-13	5	-1
O=C(O)c1ccc(NC(=O)c2cc3ccccc3o2)cc1	-6	-2	-0.9	0	0	-0.6	-2	-9	-2
N#Cc1c(NC(=O)C2CC2)sc2c1CCCCC2	-4	17	1.0	9	0	0.7	5	13	4
CCOc1ccc(Br)cc1/C=N/NC(=O)c1ccncc1	0	7	1.5	2	1	-0.1	-3	6	0
Cc1noc(C)c1CN1C(=O)NC2(CCc3ccccc3C2)C1=O (stereo not given)	0	6	0.6	-11	-3	0.2	-8	3	-10
O=C(c1ccco1)N1CCN=C1SCc1ccccc1F	-5	2	-0.7	3	-1	-0.3	-1	-4	0
CN1CCN(CCOc2ccc(-c3ccccc3)cc2)CC1	1	-9	-0.3	9	2	-0.5	-4	9	-1
COc1ccc(-c2cc(C(=O)Nc3c(C)nn(Cc4ccccc4Cl)c3C)no2)cc1OC	1	5	-0.5	12	-4	-0.2	17	1	-9
CCOC(=O)c1c(-c2ccccc2)nc2ccc(Cl)cn12	-2	-10	-0.4	-6	3	-0.1	11	13	1
COc1ccc(NC2=C(C)C(=O)CC2)cc1	0	-3	2.3	16	11	-0.7	0	-7	-1
CCc1cc(=O)oc2c(C)c(O)c(CN3CCCCC3)cc12	0	-3	5.4*	-10	5	2.0	-3	17	3
CCN1C(=NCC2CC2)N[C@@H](c2ccccc2)C(C(=O)OC)=C1C	0	-126	0.5	-2	0	-0.1	-12	0	5
Cc1nnc(SCC(=O)NC2CC2)n1CCc1ccccc1	-1	6	-1.7	-4	-2	-0.2	-3	1	3
CC1Cc2cc(C3(O)C(=O)c4ccccc4C3=O)ccc2N1 (stereo not given)	-2	-4	0.0	-4	4	-0.7	-5	2	-2
Cc1cc(=O)[nH]c2c1c(C)nn2C1CCCCC1	-2	4	-1.2	-8	1	-0.3	-3	10	-4
COc1ccc(Nc2nc(NCc3ccco3)nc(N)c2[N+](=O)[O-])cc1	-11	8	1.3	-9	4	-1.4	2	-1	0
CC1CN(C(=O)COC(=O)/C=C/c2ccccc2)CC(C)O1 (stereo not given)	-1	-14	-0.1	15	-7	-0.3	-9	18	-15
CC1(C)CC(=O)C=C(c2ccc(I)cc2)C1	-3	4	-0.7	0	-3	-0.1	12	16	-5

3 compounds already listed, arranged by the number in CendR NRP1 mod, descending:
canonical_smiles,MsrA act,PABP1 MLLE inh,MsrA inhibitor,CendR NRP1 mod,MT1-MMP act inh,SKN-1 inh,eLon inh
CN1CCN(CCOc2ccc(-c3ccccc3)cc2)CC1,1,-9,-0.3,9,2,9,-1
CCN1C(=NCC2CC2)N[C@@H](c2ccccc2)C(C(=O)OC)=C1C,0,-126,0.5,-2,0,0,5
Cc1nnc(SCC(=O)NC2CC2)n1CCc1ccccc1,-1,6,-1.7,-4,-2,1,3

Following part:
SMILES	MsrA act	PABP1 MLLE inh	MsrA inhibitor	CendR NRP1 mod	MT1-MMP act inh	Tb MetRS inh	FAS TE block	SKN-1 inh	eLon inh
COc1ccc(C2=Nn3c(nnc3-c3ccccc3F)SC2)cc1OC1CCOC1 (stereo not given)	-1	-66	2.9	4	8	-0.2	-1	1	-15
S=C(c1ccc2c(c1)OCO2)N1CCN(c2cccc(Cl)c2)CC1	-3	33	0.3	3	-5	-0.1	26	-5	-2
COc1ccccc1NC(=O)C(=O)NCc1ccccc1Cl	-1	5	-0.6	-7	13	-0.2	-4	4	0
O=C(NCCO)c1cc2c([nH]c3ccccc32)c(-c2ccccc2)n1	-2	-8	0.1	6	4	1.2	1	7	-5
O=C(CCl)N(c1ccccc1)c1c[nH]c2ccccc12	-2	-5	-1.5	3	-8	-0.1	-1	-2	-1
Cc1cc(Cl)c(C(=O)Nc2cccc(C(F)(F)F)c2)c(C)n1	-3	-13	-1.0	6	-2	-0.9	-4	-12	-3
Cc1csc(NC(=O)CSc2nnc(NC(=O)COc3ccc(Cl)cc3)s2)n1	-4	-56	-0.5	-29	-1	0.0	-3	11	-3
Cc1ccc(C(=O)C2CCN(C(=S)NCC3CCCO3)CC2)cc1 (stereo not given)	-10	-135	0.3	-2	2	-0.5	-3	-4	0
CC(C)(C)OC(=O)NCc1ccc(CNC(=O)c2[nH]cnc2C(=O)NCC(=O)OCc2ccccc2)cc1	-1	11	2.3	20	11	-0.5	66*	12	2
Cc1ccccc1CSc1nc2ccccc2c(=O)[nH]1	-11	5	0.8	2	7	-1.0	-6	-14	-4
Cc1cc(NC(=O)CSc2nnc(CNC(=O)c3ccc(F)cc3)o2)no1	-2	8	-0.7	10	-3	-0.1	-5	11	-5
COc1ccccc1CN1CC(C(=O)NC2CCCCC2)CC1=O (stereo not given)	-4	20	-0.7	11	1	0.0	-6	8	2
COc1ccc(CCn2c(=N)c(C(=O)N3CCN(C)CC3)cc3c(=O)n4ccccc4nc32)cc1	-5	-33	1.2	-8	-3	-0.8	-10	-10	3
CCC(C(=O)Nc1cc(C(=O)O)ccc1C)c1ccccc1 (stereo not given)	-3	4	-1.0	-2	-1	0.3	0	2	-5
CCC(=O)c1ccc(N2CCCCC2)c(F)c1	-5	3	-1.8	14	3	-0.7	0	-2	2
O=C(Cn1cnnn1)Nc1ccccc1Cc1ccccc1	-3	-2	-0.8	6	1	-0.3	-6	12	-12
CCCn1c(SCC(=O)N2CC(=O)Nc3ccccc32)n[nH]c1=O	-2	-7	-0.7	-7	-5	0.0	-9	11	2
CSC1=C(C#N)C(c2ccccc2Cl)C(C(=O)c2cccs2)C(O)(C(F)(F)F)N1 (stereo not given)	-7	4	0.0	15	-5	-0.7	23	9	16
COC(=O)c1ccc(N2CCOCC2)c(NC(=O)Nc2cccc(OC)c2)c1	0	17	0.9	7	-2	-0.1	2	8	6
CC(O)CNc1nc2c(c(=O)n(C)c(=O)n2C)n1CCc1ccccc1 (stereo not given)	1	13	0.3	18	8	-0.6	-6	-9	-4
